MITF primary – inhibitors of human MITF; inhibition, % at 2.6 µM; O75030; AlphaScreen MITF homodimerization, bead proximity signal; 650,000 tested, 0.91% active; AID 1259374; in the data active = inhibition above about 50%;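 note: 0% = vehicle wells with protein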
Target sequence (O75030 whole entry, looked up): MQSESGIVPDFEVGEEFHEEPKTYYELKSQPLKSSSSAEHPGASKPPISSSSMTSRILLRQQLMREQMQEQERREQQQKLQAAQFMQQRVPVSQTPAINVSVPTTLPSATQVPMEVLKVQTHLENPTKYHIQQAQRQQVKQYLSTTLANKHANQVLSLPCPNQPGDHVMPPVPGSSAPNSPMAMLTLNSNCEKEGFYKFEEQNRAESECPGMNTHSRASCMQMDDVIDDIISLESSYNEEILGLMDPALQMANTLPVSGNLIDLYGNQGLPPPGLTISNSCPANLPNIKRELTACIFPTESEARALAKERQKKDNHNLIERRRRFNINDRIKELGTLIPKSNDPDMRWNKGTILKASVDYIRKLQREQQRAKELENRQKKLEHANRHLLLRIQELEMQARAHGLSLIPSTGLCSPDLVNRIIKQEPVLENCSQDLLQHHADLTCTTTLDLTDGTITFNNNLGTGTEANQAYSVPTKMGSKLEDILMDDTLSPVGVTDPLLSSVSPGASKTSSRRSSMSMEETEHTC
TEAD-YAP inh – TEAD-YAP interaction inhibition. HEK-TIYL cells, TEAD-Gal4/YAP UAS-luciferase luminescence. inhibition, % at 9.12 µM. 640,000 tested, 1.4% active; in the data active = inhibition above about 32%;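 note: 0% = median of test compound wells and 100% = reference inhibitor wells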
FBW7 activator – human FBW7 E3 ligase activation, primary screen. Q969H0. AlphaScreen FBW7–phospho-cyclin E peptide binding, activator screen. normalized activity (activation), % at 26.1 µM. 650,000 tested, 0.13% active; in the data active = normalized activity above about 1.9%;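 note: purified mutant Fbw7 with reduced substrate affinity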
GPR151 ag – activates the human receptor GPR151; Q8TDV0; PathHunter beta-arrestin GPR151 cells, luminescence; activation, % at 11.2 µM; 650,000 tested, 1% active; in the data active = activation above about 4.9%;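 note: 0% = median of compound wells and 100% = cells with positive control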
Target sequence (Q8TDV0 whole entry, looked up): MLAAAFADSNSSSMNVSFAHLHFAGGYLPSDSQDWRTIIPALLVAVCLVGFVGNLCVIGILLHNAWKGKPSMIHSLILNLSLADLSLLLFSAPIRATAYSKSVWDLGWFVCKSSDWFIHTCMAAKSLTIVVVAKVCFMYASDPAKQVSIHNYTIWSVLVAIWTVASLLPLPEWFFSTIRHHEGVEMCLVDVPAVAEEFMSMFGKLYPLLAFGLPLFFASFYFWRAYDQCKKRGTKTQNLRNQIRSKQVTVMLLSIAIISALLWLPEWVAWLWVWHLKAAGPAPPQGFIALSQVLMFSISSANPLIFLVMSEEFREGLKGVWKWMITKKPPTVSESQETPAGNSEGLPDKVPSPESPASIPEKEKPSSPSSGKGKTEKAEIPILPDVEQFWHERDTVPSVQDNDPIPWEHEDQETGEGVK
* = called active by the depositor.

Compound,MITF primary,TEAD-YAP inh,FBW7 activator,GPR151 ag
CCOC(=O)C1=C(C)N(CC(C)C)C(=O)/C1=C\c1ccccc1F,4,4,-0.1,2.0
C/C(=N\NC(=O)c1cc(-c2ccc(F)cc2)n[nH]1)c1ccc(O)cc1,12,4,0.2,-0.5
Cc1nn(C(C)C(=O)O)c(=O)c2cc3ccsc3n12 (stereo not given),-3,-10,0.0,0.7
CS(=O)(=O)N(CC(=O)Nc1ccccc1-c1ccccc1)c1ccc2c(c1)OCO2,-3,3,0.1,0.9
O=C(CC(C(=O)O)N1CCCCC1)Nc1cccc([N+](=O)[O-])c1 (stereo not given),1,-11,-0.1,-0.2
CCn1c(C(C)NC(=O)c2ccccc2Cl)n[nH]c1=S (stereo not given),7,-3,-0.1,0.7
Cc1ccc(C(=O)Nc2cccc(F)c2)cc1S(=O)(=O)N1CCOCC1,11,-8,0.1,-1.0
Cc1ccccc1C(=O)NC1(C(F)(F)F)C(=O)Nc2c1c(=O)n(C)c(=O)n2C (stereo not given),-10,11,-0.3,0.3
Cc1cccc(NC(=O)c2sc3nc(-c4cccs4)cc(C(F)(F)F)c3c2N)n1,-5,-3,-0.4,-0.1
CC(C)N(CCNc1ccnc(NCc2ccc3c(c2)OCO3)n1)C(C)C,5,9,0.3,0.5
CCCOc1ccc(/C(O)=C2/C(=O)C(=O)N(CCCN3CCOCC3)C2c2ccc(OC)cc2)c(C)c1 (stereo not given),-14,9,0.0,0.5
CSCCC(NS(=O)(=O)c1ccccc1F)C(=O)NCC(C)(C)N1CCOCC1 (stereo not given),2,-10,0.0,-0.1
CCCn1c(SCC(=O)Nc2cc(C)ccc2OC)n[nH]c1=O,9,2,0.5,1.6
CCC(=O)Nc1ccc(Oc2ccc(Cl)cc2)cc1,4,-6,0.0,1.6
COc1cc(OC)c(C2CC(c3ccc(Cl)cc3)Nc3nnnn32)cc1OC (stereo not given),6,-2,-0.1,-1.0
CCOC(=O)c1ccccc1NC(=O)CCCCCN1C(=O)c2ccccc2C1=O,-3,8,0.0,1.2
C/C(=C\c1ccco1)CN1CCc2nnc(C(C)NC(=O)c3ccccc3C)n2CC1 (stereo not given),3,-1,0.0,0.4
Cc1cccc(N2C(S)=C(C#N)C(=O)NC23CCCCC3)c1,9,-3,0.1,0.2
O=C(O)/C=C/c1ccc(-c2cccc(Cl)c2)o1,19,-5,0.6,-3.9
Cc1ccc(NC(=O)CS(=O)CC(=O)NC2CCN(Cc3ccccc3)CC2)c(C)c1 (stereo not given),10,0,0.7,-1.6
COc1cccc(-c2noc(C3CCCN(C(=O)Nc4ccccc4C)C3)n2)c1 (stereo not given),-14,-15,0.1,-1.2
Cc1cc(C)c2c(c1)NC(C(=O)O)C1CC=CC21 (stereo not given),39,1,-0.2,1.5
Cc1ccc(-c2csc(NC(=O)c3ccc([N+](=O)[O-])o3)n2)o1,-9,5,0.2,3.4
Cc1cc(C)c(NC(=O)c2sc3ccccc3c2Cl)c(C)c1,10,-7,0.0,-0.5
CSCCC(=O)N1CCCC(CNC(=O)c2ccccc2Cl)C1 (stereo not given),11,1,0.0,0.0
CC(=O)NCCNC(=O)c1ccc(CSc2ccc(Cl)cc2)cc1,3,-50,-0.1,1.5
CC(=C\c1ccco1)/C=C1/SC(=S)N(CC(=O)O)C1=O,54*,-5,-1.0,0.1
CCCCN1C(=O)CCN(C(C)=O)c2ccccc21,5,0,0.0,1.0
COCCn1nnnc1C(c1ccc(F)cc1)N1CCSCC1 (stereo not given),21,-1,1.1,-0.8
CCS(=O)(=O)NCC(c1cccs1)S(=O)(=O)c1ccc(C)cc1 (stereo not given),85*,-2,3.2*,3.1
COc1ccc(-c2ccnc(SCC(=O)N(C)C)n2)cc1,10,-20,0.0,0.2
O=C(O)CCCNCc1ccc(Cl)cc1Cl,15,6,1.3,0.1
CCOC(=O)c1c(CN2CCN(CC#N)CC2)oc2ccc(OC)cc12,4,-3,-0.1,-0.6
Cc1ccc(NC(=O)C(=O)NC(C)C2COc3ccccc3O2)cc1 (stereo not given),-9,-9,0.0,-1.5
COc1ccc(NC(=O)/C=C/c2ccc(Br)cc2)c(OC)c1,19,-17,-0.1,0.9
O=C(Nc1ccc(S(=O)(=O)N2CCCCC2c2cccnc2)cc1)c1ccc2c(c1)OCO2 (stereo not given),-1,10,-0.1,-0.2
CCN1CCN(c2cc(C)c3cc(NC(=O)Cn4nc(C(F)(F)F)cc4C)ccc3n2)CC1,-7,-13,0.3,0.2
Clc1ccc(C2=CC(c3cccs3)n3ncnc3N2)cc1 (stereo not given),3,0,-0.2,-1.6
Cc1ccc(C)c(NC(=O)C(=O)N/N=C/c2c(F)cccc2Cl)c1,3,4,0.1,0.1
O=C(CSc1nc2ccccc2s1)Nc1ncccn1,2,2,0.0,-2.1

In a second layout: entries from further up
O=C(O)CCCNCc1ccc(Cl)cc1Cl
  MITF primary: 15
  TEAD-YAP inh: 6
  FBW7 activator: 1.3
  GPR151 ag: 0.1

CCOC(=O)c1c(CN2CCN(CC#N)CC2)oc2ccc(OC)cc12
  MITF primary: 4
  TEAD-YAP inh: -3
  FBW7 activator: -0.1
  GPR151 ag: -0.6

Cc1ccc(NC(=O)C(=O)NC(C)C2COc3ccccc3O2)cc1 (stereo not given)
  MITF primary: -9
  TEAD-YAP inh: -9
  FBW7 activator: 0.0
  GPR151 ag: -1.5

COc1ccc(NC(=O)/C=C/c2ccc(Br)cc2)c(OC)c1
  MITF primary: 19
  TEAD-YAP inh: -17
  FBW7 activator: -0.1
  GPR151 ag: 0.9

Next entries follow:
Compound,MITF primary,TEAD-YAP inh,FBW7 activator,GPR151 ag
O=C(CC(c1ccccc1)c1ccccc1)NCc1nnnn1-c1ccccc1,2,9,-0.1,-0.2
COc1ccc(Br)cc1C(=O)Nc1ccccc1N1CCOCC1,-1,6,0.0,1.3
C=CCn1c(C)c(C)n2c3c(=O)n(CCN4CCCCC4)c(=O)n(C)c3nc12,-1,0,-0.3,1.8
O=C(CSc1nc2scc(-c3ccccc3)c2c(=O)n1-c1ccccc1)c1ccc2c(c1)OCO2,17,-2,1.3,1.6
Cc1cc(S(=O)(=O)N(C)C2CCCCC2)ccc1F,4,7,0.1,-1.4
CCC(c1nnnn1Cc1cccs1)N1CCN(c2ccc(OC)cc2)CC1 (stereo not given),8,-2,-0.2,0.6
CC(C)(C)C(=O)Nc1ccc(C(=O)NCC2CCCO2)cc1 (stereo not given),-2,-22,0.0,-0.8
Cc1nc(SCC(=O)N2CCC(C(N)=O)CC2)n[nH]1,5,1,-0.1,1.2
COC(=O)[C@@H]1CCCN1Cc1ccc2c(c1)CN(C(=O)c1n[nH]c3ccc(C)cc13)CCO2,-8,4,0.0,1.1
Cc1ccc(CNC(=O)CCNS(=O)(=O)c2ccc(Br)cc2)cc1,-10,-11,0.0,-2.8

Overlap with the part before: 2 compounds, followed by the next part.
Sequence of screens – MITF primary | TEAD-YAP inh | FBW7 activator | GPR151 ag
- COC(=O)[C@@H]1CCCN1Cc1ccc2c(c1)CN(C(=O)c1n[nH]c3ccc(C)cc13)CCO2
→ -8 | 4 | 0.0 | 1.1
- Cc1ccc(CNC(=O)CCNS(=O)(=O)c2ccc(Br)cc2)cc1
→ -10 | -11 | 0.0 | -2.8
- CCN(CC)C(=O)/C(=C/c1ccc2c(c1)OCO2)NC(=O)c1ccc(C)cc1
→ 10 | 1 | 1.0 | 0.2
- Cn1cnnc1SCc1cccc([N+](=O)[O-])c1
→ 12 | -3 | 0.0 | -0.2
- O=C(OC(C(=O)NC1CCCCC1)c1ccccc1)c1ccco1 (stereo not given)
→ -5 | -10 | 0.0 | 1.0
- O=C1CCCN1CCCNS(=O)(=O)c1cccc(Br)c1
→ 13 | 7 | 0.5 | 0.5
- Cc1c(C(=O)Nc2ccc3c(c2)OCO3)sc2ncn(CC(=O)N3CC(C)CC(C)C3)c(=O)c12 (stereo not given)
→ 13 | 6 | 0.2 | 5.0*
- Cc1ccccc1CN1CCN(CC(=O)NCCC2=CCCCC2)C1=O
→ -4 | 4 | 0.0 | 0.6
- Cc1cc(=O)nc2c3ccccc3n(CC(=O)NC3CCCCCC3)n12
→ 10 | -6 | -0.1 | -0.7
- C/C(=N\NC(=O)c1ccc(N)cc1)c1ccc(N)cc1
→ -3 | -41 | -0.1 | 0.5
- O=C(NCc1ccccc1)C1CCN(c2ccc(Nc3nccc4ccccc34)nn2)CC1
→ 4 | -28 | -0.4 | -0.2
- CCOc1cc(N)c(Cl)cc1C(=O)NCC1CN(Cc2ccc(F)cc2)CCO1 (stereo not given)
→ 41 | -2 | 0.2 | -0.4
- Cn1c(-c2ccccc2Cl)nn(CN2CCOCC2)c1=S
→ 16 | 6 | 0.3 | -1.4
- CCOC(=O)c1c(NC(=O)CSc2nnc(CNC(=O)c3ccco3)n2C)sc2c1CCCC2
→ -5 | 0 | -0.1 | 1.3
- C=CCNC1CCN(c2ccc(NC(=O)CCc3ccccc3)cc2)CC1
→ -16 | -44 | -0.1 | -0.6
- COc1ccc(CNCc2ccc(C(=O)O)cc2)cc1OC
→ 22 | -6 | 0.3 | 0.5
- O=S(=O)(c1ccccc1)N1N=C(c2ccc(Br)cc2)CC1c1ccccc1Cl (stereo not given)
→ 12 | -1 | 0.3 | -2.0
- O=C(NCC1CCCN(Cc2cc3c(cc2Cl)OCO3)C1)c1cccs1 (stereo not given)
→ 8 | 6 | 0.2 | -3.0
- N#CC1=C(N)Oc2n[nH]c(-c3ccc(Cl)s3)c2C12C(=O)Nc1ccccc12 (stereo not given)
→ -16 | 0 | 0.1 | 0.3
- N#Cc1cccc(N=c2oc3c(Cl)cc(Cl)cc3cc2C(=O)Nc2ccccc2)c1
→ -1 | 9 | -0.2 | -0.2
- O=C(COC(=O)CN1C(=O)CCC1=O)Nc1nnc(-c2ccccc2)s1
→ -3 | 2 | 0.1 | 2.1
- C=CCNC(=O)CC(=O)N/N=C/c1ccc(C(=O)O)cc1
→ -16 | -7 | 0.0 | 0.0
- COc1ccccc1NC(=O)c1sc2ncnc(N3CCOCC3)c2c1C
→ 6 | 6 | 0.1 | -0.4
- COC(=O)CNC(=O)c1ccc([N+](=O)[O-])cc1Cl
→ 10 | -1 | 0.3 | -1.8
- CCOC(=O)N1CCN(C(=O)c2ccc3c(c2)NC(=O)C(CSCc2ccc(F)cc2Cl)N3)CC1 (stereo not given)
→ 7 | 2 | -0.2 | -1.5
- Cc1ccc(C(=O)Oc2cccc(C3C4=C(Nc5c3c(=O)[nH]c(=O)n5C)c3ccccc3C4=O)c2)cc1 (stereo not given)
→ 8 | -1 | -0.1 | 1.9
- CCC(C)(C)C1CCc2c(sc(NC(=O)c3cc(-c4ccc(OC)c(OC)c4)nc4ccccc34)c2C(=O)OC)C1 (stereo not given)
→ -4 | 2 | 0.0 | 2.2
- CCOc1ccc(S(=O)(=O)NCC(c2ccsc2)N2CCN(C)CC2)cc1F (stereo not given)
→ 3 | -2 | 0.0 | 0.1
- CC(=O)N1CCCc2cc(NC(=O)COc3ccccc3C)ccc21
→ 12 | 8 | 0.1 | 2.0
- COc1cc(CO)c(Br)cc1OCC(=O)Nc1ccccc1C
→ -2 | 4 | -0.1 | -0.3
- COC(=O)c1c(NC(=O)c2cc(Br)cs2)sc(C(N)=O)c1C
→ 6 | 0 | 0.1 | 0.7
- COc1ccc2c(c1)C(C)CC(C)(C)N2C(=O)CSc1ncccn1 (stereo not given)
→ 2 | -2 | 0.4 | 0.8
- CCOC(=O)c1sc2nc(CN3CC(C)CC(C)C3)[nH]c(=O)c2c1C (stereo not given)
→ -11 | -1 | 0.0 | -0.1
- Cn1nc(-c2cccs2)n(-c2cccnc2)c1=O
→ 11 | -1 | 0.0 | 0.1
- CC1CC(C)CN(S(=O)(=O)c2ccc(F)c(C(=O)Nc3ccc(Cl)cc3F)c2)C1 (stereo not given)
→ -8 | 5 | 0.1 | -1.5
- CCS(=O)(=O)N1CCCc2cc(NS(=O)(=O)CCc3ccccc3)ccc21
→ 5 | 3 | 0.0 | -0.2
- COc1ccc(Cl)cc1NC(=O)Nc1cn(C)c(=O)c2ccccc12
→ -4 | -9 | 0.0 | -0.9
- OCCC1CN(Cc2ccccc2Cl)CCN1Cc1cccs1 (stereo not given)
→ 4 | -10 | 0.3 | 2.7
- Cc1ccc(SCC(=O)NCCN(C)C)cc1
→ -14 | 3 | 0.1 | -1.3
- CCn1c(=O)n(CC)c2cc(NC(=O)C(C)c3ccccc3)c(Br)cc21 (stereo not given)
→ 0 | 6 | -0.1 | 1.6
- CCOC(=O)C1=NN(c2ccc([N+](=O)[O-])cc2)C(=O)C1
→ -7 | -1 | 0.1 | 0.4
- C=CCOc1ccc(/C=C/C(=O)N/C(N)=N/c2nc3ccccc3[nH]2)cc1OC
→ 15 | 6 | 0.1 | 3.5
- CCC(=O)NC(=S)Nc1ccc(I)cc1C
→ -3 | -13 | 0.0 | -1.0
- CCCC(=O)c1cc2cc(Cl)ccc2oc1=O
→ 1 | 10 | 0.0 | 0.4
- COc1ccc(CNC(=O)CSc2nc3nc(C)cc(C)n3n2)cc1
→ -1 | 6 | 0.1 | 0.7
- CCCc1nc2nc(C)c(NS(=O)(=O)c3ccc(Br)cc3)c(=O)n2[nH]1
→ -6 | -3 | 0.0 | 0.3
- CC(C)(C)c1cnnn1-c1ccc(C(=O)COC(=O)c2ccco2)cc1
→ 6 | 6 | 0.0 | 0.2
- O=C(Nc1nnc(S(=O)(=O)N2CCCCC2)s1)c1cccc(F)c1
→ -8 | -11 | 0.1 | -1.5
- CSc1ccccc1-c1ccc(OCCN(C)C)nc1
→ 19 | -2 | -0.4 | -0.3
- Cc1ccc(CNC(=O)c2ccc3c(c2)N(Cc2ccccc2F)C(=O)CS3)cc1
→ -4 | 5 | -0.2 | 3.9
- Cc1ccc(S(=O)(=O)NCC(=O)Nc2nnc(CSc3ccccc3)s2)cc1
→ 6 | -15 | -0.1 | -0.2
